Screening data as filed in PubChem BioAssay.
ROS inducer = ROS inducers in U2OS cancer cells, primary screen, cell-based, H2DCF-DA fluorescence | 46,000 tested, 2% active | ROS induction (% of piperlongumine), % at 10 µM | U2OS ROS induction | AID 624156, 2012; in the data active = ROS induction above about 79%, passing the limit was not always enough; inconclusive = no clear call, values can overlap the other calls;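 note: 0% = DMSO vehicle median and 100% = reference compound median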
* marks the source's active call; other numbers are inactive results; u = inconclusive. An excerpt (hit frequency here may not be typical).

Sample of the layout, 4 compounds:
SMILES	ROS inducer
COC(=O)c1ccc(OC)c(Br)c1	7
O=C(NCCCN1CCCC1)c1cc(-c2ccncc2)nc2ccccc12	0
CNC[C@@H]1Oc2c(NC(=O)Nc3ccc4c(c3)OCO4)cccc2C(=O)N([C@@H](C)CO)C[C@@H]1C	2
CCCOc1ccc(C2C3=C(CCCC3=O)OC3=C2C(=O)CCC3)cc1OCC	2

Results, from the first entry:
SMILES	ROS inducer
COC(=O)c1ccc(OC)c(Br)c1	7
O=C(NCCCN1CCCC1)c1cc(-c2ccncc2)nc2ccccc12	0
CNC[C@@H]1Oc2c(NC(=O)Nc3ccc4c(c3)OCO4)cccc2C(=O)N([C@@H](C)CO)C[C@@H]1C	2
CCCOc1ccc(C2C3=C(CCCC3=O)OC3=C2C(=O)CCC3)cc1OCC	2
C[C@H]1CN([C@@H](C)CO)C(=O)Cc2cc(NC(=O)CCC(F)(F)F)ccc2O[C@H]1CN(C)Cc1ccc2c(c1)OCO2	1
C[C@H](CO)N1C[C@H](C)[C@H](CN(C)Cc2ccc3c(c2)OCO3)Oc2ccc(NC(=O)Cc3ccccc3)cc2CC1=O	1
C[C@@H]1CN([C@H](C)CO)C(=O)c2cc(NC(=O)CCCCCC(=O)Nc3ccccc3N)ccc2O[C@H]1CN(C)S(=O)(=O)c1ccc(F)cc1	11
CC(C)NC(=O)N(C)C[C@H]1Oc2ccc(NC(=O)Nc3ccccc3)cc2CC(=O)N([C@H](C)CO)C[C@H]1C	-4
COc1ccc(S(=O)(=O)Nc2ccc3c(c2)C(=O)N([C@H](C)CO)C[C@H](C)[C@@H](CN(C)Cc2ccc(C(F)(F)F)cc2)OCCCC[C@@H](C)O3)cc1	61
COc1ccccc1NC(=O)CNC(=O)c1ccc(OC)c(OC)c1	-7
COc1ccc([Si](C)(C)[C@@H]2[C@@H](CCn3cc([C@H](O)c4ccccc4)nn3)O[C@]3(C(=O)N(C)c4ccccc43)[C@H]2C)cc1	u
NC(=O)COc1ccc(/C=N/NC(=O)CCCCCCC(=O)Nc2ccccc2O)cc1	10

Sorted by SMILES length (highest first): some entries from above
SMILES	ROS inducer
COc1ccc(S(=O)(=O)Nc2ccc3c(c2)C(=O)N([C@H](C)CO)C[C@H](C)[C@@H](CN(C)Cc2ccc(C(F)(F)F)cc2)OCCCC[C@@H](C)O3)cc1	61
C[C@H](CO)N1C[C@H](C)[C@H](CN(C)Cc2ccc3c(c2)OCO3)Oc2ccc(NC(=O)Cc3ccccc3)cc2CC1=O	1
O=C(NCCCN1CCCC1)c1cc(-c2ccncc2)nc2ccccc12	0

Later entries.
SMILES	ROS inducer
COc1cc2cc(Oc3ccc4ccc(=O)oc4c3)c(=O)oc2cc1OC(C)=O	5
COc1ccc(NC(=O)N(C)C[C@H]2Oc3ccc(NC(=O)CCC(F)(F)F)cc3C(=O)N([C@@H](C)CO)C[C@@H]2C)cc1	-15
C=C(C)[C@@H]1CC[C@]2(C(=O)O)CC[C@]3(C)C(CCC4[C@@]5(C)C[C@@H](O)[C@H](O)C(C)(C)C5CC[C@]43C)C12 (stereo partly specified)	24
C[C@@H]1CN([C@@H](C)CO)C(=O)CCCn2cc(nn2)CO[C@@H]1CN(C)Cc1ccccc1C(F)(F)F	-2
CCOC(=O)c1c(NC(=O)c2ccc(NS(C)(=O)=O)cc2)sc2c1CCCC2	7
CC1CCC(NC(=O)c2ccc(CSc3nc4ccncc4[nH]3)cc2)CC1 (stereo unspecified)	12
C[C@H](CO)N1C[C@H](C)[C@H](CN(C)S(=O)(=O)c2cccs2)Oc2ccc(NC(=O)C3CC3)cc2C1=O	-7
N#Cc1ccc(NC(=O)CCN2C(=O)c3ccccc3C2=O)cc1	-7
O=C(Nc1ccccc1[N+](=O)[O-])c1cc(S(=O)(=O)Nc2ccccc2)c(Cl)cc1Cl	6
CCCN(CCC)S(=O)(=O)c1ccc(C(=O)Nc2ccc3sc(SC)nc3c2)cc1	168*
C[C@H]1CN([C@@H](C)CO)C(=O)Cc2cc(NS(=O)(=O)c3ccc(F)cc3)ccc2O[C@H]1CN(C)Cc1ccc(-c2ccccc2)cc1	21
C[C@@H]1CN([C@H](C)CO)C(=O)CCCn2cc(nn2)CO[C@H]1CN(C)Cc1ccccc1C(F)(F)F	6
CC1C(c2ccccc2)O/C(=N\S(=O)(=O)c2ccc(Cl)cc2)N1C (stereo unspecified)	25
COc1ccc(OC)c(NC(=O)CN(c2ccc(F)c(Cl)c2)S(C)(=O)=O)c1	-1
CC1=CN2C(=N)/C(=C/c3cc(C)n(Cc4ccccc4)c3C)C(=O)N=C2S1	13
CS(=O)(=O)N(CC(=O)Nc1ccc2c(c1)OCCO2)c1cccc(F)c1	-8
C[C@@H]1CN([C@@H](C)CO)C(=O)c2cc(NC(=O)Nc3cccc4ccccc34)ccc2O[C@H]1CN(C)C	-10
OCCN=c1cc(-c2ccccc2)oc2ccc(Cl)cc12	-4
COc1ccc(NC(=O)Nc2ccc3c(c2)CC(=O)N([C@H](C)CO)C[C@H](C)[C@H](CN(C)S(C)(=O)=O)O3)cc1	1
O=S(=O)(Cc1nc(-c2ccccc2Cl)cs1)c1cccs1	8
CCNC(=S)N1CCN(CCN=CC2=C(O)CC(c3ccccc3)CC2=O)CC1 (stereo unspecified)	-6
C[C@@H]1CN([C@H](C)CO)C(=O)c2cccc(NC(=O)c3ccncc3)c2O[C@@H]1CN(C)Cc1ccccc1	-8
CC1=C(C/C=N/NC(=O)CCCCCCC(=O)O)C(C)(C)CCC1	-2
C[C@H]1CN([C@@H](C)CO)C(=O)c2cc(NC(=O)CCCCCC(=O)Nc3ccccc3N)ccc2O[C@H]1CN(C)C(=O)NC1CCCCC1	2
O=C(CCC1CCCCC1)Nc1ccc(S(=O)(=O)Nc2ncccn2)cc1	5
C[C@@H]1CN([C@@H](C)CO)C(=O)c2cc(NC(=O)Nc3cccc4ccccc34)ccc2O[C@H]1CN(C)S(=O)(=O)c1ccccc1	-9
C[C@@H]1CN([C@@H](C)CO)C(=O)c2cc(NC(=O)Nc3cccc4ccccc34)ccc2O[C@H]1CN(C)S(=O)(=O)c1ccc(F)cc1	5
COc1ccc(NC(=O)N(C)C[C@@H]2Oc3c(NC(=O)Nc4ccccc4)cccc3C(=O)N([C@@H](C)CO)C[C@H]2C)cc1	-9
CNC[C@@H]1OCc2cn(nn2)CCCC(=O)N([C@H](C)CO)C[C@@H]1C	-19
Cc1ccc(-c2nc3ccccc3o2)cc1NC(=O)COc1ccccc1	9
COc1c(C2OCC(OC(C)=O)C(OC(C)=O)C2OC(C)=O)c(O)cc2oc(-c3ccc(OC4OC(CO)C(O)C(O)C4O)cc3)cc(=O)c12 (stereo unspecified)	-2
C[C@H](CO)N1C[C@H](C)[C@@H](CN(C)C)OCc2cnnn2CCCC1=O	11
CCCC(=O)N1CCN(c2nc(Cc3ccccc3)c3c(c2C#N)CC(C)(C)OC3)CC1	54
CC(C)NC(=O)N(C)C[C@@H]1OCc2cn(nn2)CCCC(=O)N([C@H](C)CO)C[C@H]1C	18
C[C@H](CO)N1C[C@H](C)[C@H](CN(C)Cc2ccc(-c3ccccc3)cc2)Oc2ccc(NC(=O)Cc3cn(C)c4ccccc34)cc2CC1=O	2
Cc1ccc(NC(=O)CSc2ncccn2)cc1C	-2

Retrieved by compound from the entries so far (five):
SMILES	ROS inducer
C[C@H](CO)N1C[C@H](C)[C@H](CN(C)Cc2ccc(-c3ccccc3)cc2)Oc2ccc(NC(=O)Cc3cn(C)c4ccccc34)cc2CC1=O	2
CC(C)NC(=O)N(C)C[C@@H]1OCc2cn(nn2)CCCC(=O)N([C@H](C)CO)C[C@H]1C	18
C[C@@H]1CN([C@@H](C)CO)C(=O)c2cc(NC(=O)Nc3cccc4ccccc34)ccc2O[C@H]1CN(C)S(=O)(=O)c1ccc(F)cc1	5
C[C@@H]1CN([C@@H](C)CO)C(=O)c2cc(NC(=O)Nc3cccc4ccccc34)ccc2O[C@H]1CN(C)S(=O)(=O)c1ccccc1	-9
Cc1ccc(NC(=O)CSc2ncccn2)cc1C	-2

(list continues)
SMILES	ROS inducer
C[C@H](CO)N1C[C@H](C)[C@@H](CN(C)CC2CCCCC2)OCc2cn(nn2)CCCC1=O	3
C[C@H](CO)N1C[C@H](C)[C@H](CN(C)CC2CCCCC2)Oc2ccc(NC(=O)CCCN(C)C)cc2CC1=O	11
CCOc1cc2[nH]c(=O)n(Cc3cccc(OC)c3)c(=O)c2cc1OCC	32
COc1cnc(NS(=O)(=O)c2ccc(N)cc2)nc1	-12
C[C@@H]1CN([C@H](C)CO)C(=O)c2cccc(NS(=O)(=O)c3ccc(Cl)cc3)c2O[C@@H]1CN(C)Cc1ccc(Cl)c(Cl)c1	12
CC(C)NC(=O)N(C)C[C@@H]1Oc2ccc(NC(=O)CCCN(C)C)cc2C(=O)N([C@H](C)CO)C[C@@H]1C	-3
C[C@@H]1CCCCO[C@H](CN(C)Cc2ccccc2)[C@@H](C)CN([C@H](C)CO)C(=O)c2cc(NS(=O)(=O)c3ccccc3)ccc2O1	3
C[C@@H]1CN([C@@H](C)CO)C(=O)Cc2cc(NC(=O)NC3CCCCC3)ccc2O[C@@H]1CN(C)Cc1ccc(Cl)c(Cl)c1	18
CC(C)(C#CC(O)(c1ccccc1)c1ccccc1)N1CCCCC1	3
Cc1ccc(NC(=O)CNS(=O)(=O)c2ccccc2)c(C(=O)c2ccccc2)c1	-5
C[C@H](CO)N1C[C@H](C)[C@H](CN(C)Cc2ccc(Oc3ccccc3)cc2)Oc2ccc(NC(=O)Nc3ccccc3)cc2CC1=O	32
COC1OC(=O)C(CCC2(C)C(C)CCC3(C)C2CC(O)C(O)C32CO2)C1O (stereo unspecified)	-6

At a glance, 2 of the compounds above:
SMILES	ROS inducer
COC(=O)c1ccc(OC)c(Br)c1	7
O=C(NCCCN1CCCC1)c1cc(-c2ccncc2)nc2ccccc12	0

Carrying on:
SMILES	ROS inducer
COc1ccc(-n2nc3ccc(NC(=O)CSc4ccc(Cl)cc4)cc3n2)cc1	-13
Cc1cc(C)cc(NC(=O)CN(c2ccc(Cl)cc2Cl)S(C)(=O)=O)c1	8
C[C@H](CO)N1C[C@H](C)[C@@H](CN(C)C(=O)Nc2cccc3ccccc23)Oc2c(NC(=O)c3ccc(-c4nccs4)cc3)cccc2C1=O	17
CC(=O)Nc1ccc(NC(=O)NC2(c3ccccc3)CC2)cc1	-7
C[C@@H]1CN([C@H](C)CO)C(=O)c2cccc(NS(=O)(=O)c3ccc(F)cc3)c2O[C@H]1CN(C)Cc1ccc(C(=O)Nc2ccccc2N)cc1	3
C[C@@H]1CCCCO[C@H](CN(C)C(=O)Nc2ccc(C(F)(F)F)cc2)[C@@H](C)CN([C@H](C)CO)C(=O)c2cc(NC(=O)Nc3ccccc3)ccc2O1	26
C[C@@H]1CN([C@@H](C)CO)C(=O)c2cccc(NS(=O)(=O)c3ccc(F)cc3)c2O[C@H]1CN(C)Cc1ccc(C(F)(F)F)cc1	12
C[C@H](CO)N1C[C@H](C)[C@H](CN(C)CC2CC2)OCc2cnnn2CCCC1=O	137*
CC(=O)Nc1ccc(C(=O)CSc2nc(C)cc(=O)[nH]2)cc1	5
COC(=O)c1c(NC(=S)Nc2cccc(NC(C)=O)c2)sc(C(=O)N(C)C)c1C	-4
C[C@H](CO)N1C[C@H](C)[C@@H](CN(C)C(=O)Nc2ccccc2)Oc2c(NC(=O)C3CCCCC3)cccc2C1=O	-16
C[C@@H]1CCCCO[C@H](CN(C)Cc2ccc3c(c2)OCO3)[C@@H](C)CN([C@H](C)CO)C(=O)c2cc(NS(=O)(=O)c3ccc(F)cc3)ccc2O1	12
CCCC1c2ccsc2CCN1C(=O)c1ccc(Cl)cc1 (stereo unspecified)	9
Cc1ccc(NC(=O)CCCN2C(=O)c3ccccc3C2=O)c([N+](=O)[O-])c1	-1
CC(C)NC(=O)N(C)C[C@@H]1Oc2c(NC(=O)Nc3ccc4c(c3)OCO4)cccc2C(=O)N([C@@H](C)CO)C[C@H]1C	-12
Cc1noc(C)c1NC(=O)N(C)C[C@@H]1Oc2ccc(NC(=O)Cn3cnnn3)cc2CC(=O)N([C@@H](C)CO)C[C@@H]1C	55
COc1nc(Oc2ccc(=O)[nH]n2)nc(N2CCOCC2)n1	-3
CN(C)S(=O)(=O)N1CCN(c2ccccc2)CC1	-17
C[C@H]1CN([C@@H](C)CO)C(=O)c2cccc(NC(=O)c3ccc(-c4nccs4)cc3)c2O[C@H]1CN(C)S(=O)(=O)c1cccs1	83*
O=C(N/N=C/c1cccc(O)c1)c1ccccn1	41
C[C@@H]1CN([C@@H](C)CO)C(=O)Cc2cc(NC(=O)c3ccncc3)ccc2O[C@@H]1CN(C)S(C)(=O)=O	-1
C[C@@H]1CN([C@@H](C)CO)C(=O)c2cc(NS(C)(=O)=O)ccc2O[C@H]1CN(C)S(=O)(=O)c1cn(C)cn1	9
Cc1nnc(SCC(=O)Nc2ccc(Br)cc2F)s1	-6
C[C@H](CO)N1C[C@H](C)[C@H](CN(C)S(=O)(=O)c2cccs2)Oc2ccc(NS(=O)(=O)c3ccc(F)cc3)cc2C1=O	38
O=C(COc1cccc(NC(=O)c2ccc(Br)cc2)c1)c1ccc(F)cc1	7
C[C@@H]1CN([C@@H](C)CO)C(=O)c2cc(NC(=O)Nc3ccc4c(c3)OCO4)ccc2O[C@@H]1CN(C)Cc1ccncc1	-7
C[C@H]1CN([C@@H](C)CO)C(=O)c2cc(NC(=O)C3CC3)ccc2O[C@@H]1CN(C)C(=O)NC1CCCCC1	-1
CC(CNc1ccccc1)C(=Nc1ccccc1)Nc1ccccc1 (stereo unspecified)	0
O=C1c2ccccc2C(=O)N1CC1CCN(Cc2cccc(OCCO)c2)CC1	44
C[C@H]1CN([C@@H](C)CO)C(=O)c2cccc(NC(=O)c3nc4ccccc4s3)c2O[C@@H]1CN(C)S(=O)(=O)c1cccs1	59
Cc1noc(C)c1NC(=O)N(C)C[C@@H]1Oc2ccc(NC(=O)CCN3CCOCC3)cc2C(=O)N([C@@H](C)CO)C[C@H]1C	-11
O=C(Nc1cccc(OCC(=O)N2CCOCC2)c1)C1CCCCC1	-16
O=C(C1=C[C@@H](c2ccc3c(c2)Cc2ccccc2-3)C[C@@H](OCc2ccc(CO)cc2)O1)N1CCCCC1	26
